# Screens (PubChem)
# PV pol inh: poliovirus RdRp elongation inhibitors, primary screen, biochemical, fluorescence polarization, total intensity | Genome polyprotein (Poliovirus type 1 (strain Mahoney)), P03300 | poliovirus polymerase elongation; hits give low values | % elongation, % (compound at 16.7 µg/mL) | 0.66% of 150,000 active | AID 588519, 2011; in the data active means % elongation below about 90%; further: some results filed as inactive read as strong as hits
# Target sequence (P03300 1749-2209 limits assumed): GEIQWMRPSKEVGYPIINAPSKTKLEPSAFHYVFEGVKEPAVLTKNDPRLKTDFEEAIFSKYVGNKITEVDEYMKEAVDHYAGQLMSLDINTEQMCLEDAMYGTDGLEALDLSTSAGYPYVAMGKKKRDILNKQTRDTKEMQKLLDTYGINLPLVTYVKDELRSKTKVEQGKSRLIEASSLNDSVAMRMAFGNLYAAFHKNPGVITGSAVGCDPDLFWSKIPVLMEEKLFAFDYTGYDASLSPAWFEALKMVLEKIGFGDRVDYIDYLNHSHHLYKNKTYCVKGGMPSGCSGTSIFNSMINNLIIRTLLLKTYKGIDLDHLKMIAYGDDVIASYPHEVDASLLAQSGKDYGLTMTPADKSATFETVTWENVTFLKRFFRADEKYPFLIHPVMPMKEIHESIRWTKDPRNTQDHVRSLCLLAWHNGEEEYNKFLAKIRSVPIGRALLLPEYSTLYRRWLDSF
# PV pol inh FP z-score: further read-out of PV pol inh, marked with its call; z-score; measured here: FP z-score; hits read low
# * hit, by the source's call. Only part of the results is shown (hit frequency here may not be typical).
molecule,PV pol inh,PV pol inh FP z-score
Cc1nc(-c2ccccc2)sc1CCNC(=O)c1ccco1,102.0,-1.2
O=C1c2cnccc2CN1Cc1ccccc1,103.0,0.4
O=C(NCCC1=CCCCC1)c1ccc2c(c1)[nH]c(=O)n2C1CCCC1,102.0,0
Cc1cc(C)nc(SC(C)CN(C)C)n1 (configuration not stated),99.0,-0.4
COc1ccc(-n2c(-c3ccc(Br)cc3)nc3cc4c(cc32)OCO4)cc1,106.0,1.3
CC1=CCC(COC(=O)CN2CCCCC2)CC1 (configuration not stated),99.0,-0.4
N=CC1=C(O)c2ccccc2C1=O,103.0,0.2
CCN(C(=S)NC)c1cccc2ccccc12,108.0,0.7
N#CCSc1nc(-c2ccccc2)c2cc(Cl)ccc2n1,99.0,-0.2
CC(=O)N(C(C)=O)c1nccc(-c2c(-c3ccccc3)noc2C)n1,111.0,1.8
COc1cc(C=Nc2ccc(N=Cc3ccc(OC(C)=O)c(OC)c3)cc2)ccc1OC(C)=O,107.0,0.5
O=C(COc1ccc(Cl)cc1)Nc1c(-c2ccc(F)cc2)nc2ccccn12,103.0,0.5
C=CCSc1nnc(NC(=O)Cc2coc3ccc(OC)cc23)s1,101.0,-0.5
COc1ccc(Cl)cc1NC(=O)c1cc(S(=O)(=O)N2CCC(C)CC2)cn1C,108.0,0.5
CCSc1ccccc1C(=O)Nc1nncs1,100.0,-0.1
O=C(CSc1ncccn1)N/N=C/c1cccc2c1OCCO2,101.0,0.4
CC(C)(C)c1ccccc1NS(C)(=O)=O,101.0,-0.3
COCCNC(=O)c1ccc2nc(Cc3ccccc3)oc2c1,103.0,-0.8
CCOC(=O)Nc1ccc2c(c1)OCO2,105.0,0.8
Cc1cc(C)n2ncc(/C(N)=N/OC(=O)c3ccccc3F)c2n1,101.0,-0.4
CC(C)CN(CC(C)C)c1ncnc2c1cnn2-c1ccccc1,100.0,-0.2
O=C(OCC1CCCO1)c1ccc2c(c1)N(Cc1cccc(Cl)c1)C(=O)c1ccccc1S2(=O)=O (configuration not stated),112.0,1
CC(C)c1ccc(NC(=O)c2ccc(N(C)C)cc2)cc1,99.0,-0.2
O=C(O)C(Cc1cnc[nH]1)NS(=O)(=O)c1cccs1 (configuration not stated),104.0,0.2
CN(Cc1ccccc1)C(=O)COC(=O)c1cc(Cl)nc(Cl)c1,102.0,-0.1
COc1ccc(S(=O)(=O)Nc2ccc3oc4c(c3c2)C(=O)CC(C)(C)C4)cc1,100.0,-1.5
CCOc1ccc(NC(=O)N2CCC(CN3CCc4ccccc4C3)CC2)cc1,111.0,0.1
Cc1ccc(N=C2NC(=O)/C(=C\c3ccc4c(c3)n(C)c(=O)n4C)S2)cc1,103.0,0.2
CCOC(=O)C1CCN(Cc2coc3ccc(C)cc3c2=O)CC1,100.0,-0.2
COc1nn2nnnc2c2ccccc12,100.0,-0.1
O=C(CCS(=O)(=O)c1cccc2nonc12)Nc1c(F)cccc1F,106.0,0.3
Cc1oc(-c2ccccc2)nc1Cn1c(SCc2cccc(Cl)c2)nc2ccncc21,105.0,0.9

# Some values from the entries so far.
# `Cc1oc(-c2ccccc2)nc1Cn1c(SCc2cccc(Cl)c2)nc2ccncc21` in PV pol inh FP z-score is listed with 0.9
# `COc1ccc(S(=O)(=O)Nc2ccc3oc4c(c3c2)C(=O)CC(C)(C)C4)cc1` in PV pol inh FP z-score is listed with -1.5

# Carrying on.
molecule,PV pol inh,PV pol inh FP z-score
O=C(NCc1ccco1)c1ccc2c(c1)N(Cc1ccc(Cl)cc1)C(=O)c1ccccc1S2=O (configuration not stated),110.0,0.7
FC(F)(F)c1cc(-c2nc(=S)[nH][nH]2)cc(C(F)(F)F)c1,111.0,1.8
COCC(C)n1c(COc2ccccc2F)nnc1SCC(=O)N(C(C)C)C(C)C (configuration not stated),104.0,0.4
CCOC(=O)N1CCC2(CC1)C(C#N)=C(N)SC(N)=C2C#N,101.0,-0.2
O=C(Nc1ccc(-n2nncc2-c2ccccc2)cc1)c1c(F)cccc1F,102.0,0.3
O=C(O)c1ccc(CN2C(=O)COc3ccccc32)o1,101.0,-0.6
Cc1cc(=O)n(-c2cccc(C(F)(F)F)c2)[nH]1,99.0,-0.9
CCC(C)NC(=O)Cc1coc2cc(C)ccc12 (configuration not stated),105.0,1.1
Cc1cc2c3c([nH]c2cc1S(=O)(=O)NCCc1ccco1)CCCC3=O,101.0,0.2
O=C(Nc1cccc(Cl)c1)c1cc(S(=O)(=O)N2CCCc3ccccc32)ccc1F,109.0,0.2
COc1ccc(-c2cc(-c3nc(-c4cc(OC)c(OC)c(OC)c4)no3)[nH]n2)c(OC)c1,110.0,0.7
Cc1ccc(S(=O)(=O)NCC(c2ccccc2)N2CCCCC2)cc1 (configuration not stated),101.0,0
CCOC(=O)C1=C(Cn2nnc(C(=O)OC)c2C(=O)OC)NC(=O)NC1c1ccccc1 (configuration not stated),101.0,-0.3
O=C(NCCCO)C(=O)Nc1c2c(nn1-c1ccc(F)cc1)CSC2,106.0,0.1
Cc1ccc(Cl)cc1N1CCN(C(=O)C2CCCN(Cc3nc(-c4cccc(Cl)c4)oc3C)C2)CC1 (configuration not stated),107.0,0.3
CCN1CCN(C(=O)C(c2ccccc2)N2Cc3ccccc3C2=O)CC1 (configuration not stated),102.0,0.1

# Single records, as listed above:
# `CCN1CCN(C(=O)C(c2ccccc2)N2Cc3ccccc3C2=O)CC1` (configuration not stated) reads PV pol inh = 102.0; PV pol inh FP z-score = 0.1
# `Cc1ccc(Cl)cc1N1CCN(C(=O)C2CCCN(Cc3nc(-c4cccc(Cl)c4)oc3C)C2)CC1` (configuration not stated) reads PV pol inh = 107.0; PV pol inh FP z-score = 0.3
# `O=C(NCCCO)C(=O)Nc1c2c(nn1-c1ccc(F)cc1)CSC2` reads PV pol inh = 106.0; PV pol inh FP z-score = 0.1

# Later entries
molecule,PV pol inh,PV pol inh FP z-score
O=C(OCCn1ncc2ccccc2c1=O)c1cccs1,107.0,0.3
COc1ccc(S(=O)(=O)Nc2ccc(-c3ccc(N4CCCC4)nn3)cc2)cc1F,102.0,-0.9
CC(=O)Nc1cccc(C(=O)N2CCCCC2)c1,100.0,-0.3
CC(=O)Nc1ccc2nc3c(=O)n(C4CCCCC4)c(=O)[nH]c3nc2c1,88.0,-1.7
COc1ccc2oc(=O)c(S(=O)(=O)c3ccc(C(C)C)cc3)cc2c1,102.0,-0.3
COc1cccc(C(C)NC(=O)c2ccccc2OC)c1 (configuration not stated),102.0,-0.2
COc1cc(-c2nc3n(n2)C(c2ccc(F)cc2)C(C(N)=O)=C(C)N3)cc(OC)c1OC (configuration not stated),107.0,0.6
O=C(CN1CCN(Cc2ccc(F)cc2)C1=O)NCc1ccccc1Cl,110.0,-0.6
CC(=O)N1CCN(CCN=CC2=C(O)CC(c3ccco3)CC2=O)CC1 (configuration not stated),102.0,0
CCCC1CCC(C2CCC(C#N)CC2)CC1 (configuration not stated),102.0,-0.2
Cc1nc(-c2ccc(S(=O)(=O)NCc3ccc(F)cc3)cc2)co1,107.0,-0.1
COc1ccc(OC)c(NC(=O)N(C)CCc2c(C)nn(C)c2C)c1,110.0,0.8
Cc1sc(NC(=O)CSc2ccccc2)c(C#N)c1C,103.0,0.3
N=c1oc2ccc(Br)cc2cc1-c1ccccn1,100.0,-0.5
N=c1sc(C(=O)c2ccccc2)c2scc(-c3ccccc3)n12,102.0,0.1
COc1cccc(Nc2ncnc3nc[nH]c23)c1,101.0,0.3
COc1ccc(C(C#N)N2CCN(C(C#N)c3ccc(OC)c(OC)c3)CC2)cc1OC (configuration not stated),102.0,0
COc1ccc(CNC(=O)C2CCN(c3nc4ccccc4[nH]3)CC2)cc1OC,111.0,0.9
COc1cc(C)ccc1OCCSc1nc(-c2cccc(C)c2)nc2cc(=O)[nH]n12,104.0,-0.6
Cc1ccc(S(=O)(=O)N2CCN(Cc3cc(=O)n4nc(-c5ccccc5Cl)sc4n3)CC2)cc1,106.0,-0.5
CCSc1ncc(Cl)c(C(=O)Nc2ccccc2)n1,105.0,0.6
O=C(Nc1ccccn1)C1(c2ccccc2)CCCC1,100.0,-0.4
CCN(C(=O)CSc1nc2ccccc2n1CC(=O)N(C)C1CCCCC1)c1ccccc1,96.0,-1.6
O=C(O)c1cc(C=Nc2ccc3c(c2)OCCOCCOCCO3)ccc1O,102.0,-0.1
O=C(NCCCN1CCN(c2ccccc2F)CC1)C1CCN(S(=O)(=O)c2cccc3cccnc23)CC1,101.0,0.2
Cc1nc(N2CCN(C)CC2)sc1C(=O)N(C)C,111.0,1.1
O=C(Nc1ccc(Cl)cc1Cl)c1cc2nc3c(c(C(F)(F)F)n2n1)CCc1ccccc1-3,101.0,-0.1
CCOc1ccc(CNC(=O)Cn2c(=O)c3cccn3c3ccccc32)cc1,102.0,-0.8
O=C(NCc1ccc(F)cc1)c1ccc2oc(=O)n(Cc3ccccc3)c2c1,114.0,1.7
O=C(O)CC1NC(=O)NC1=O (configuration not stated),98.0,-0.8
Cc1ccccc1CN1C(=O)C2(OCCCO2)c2ccccc21,102.0,0
c1ccc2c(c1)Oc1ccccc1C2N1CCOCC1,103.0,0.9
COC(=O)c1ccc(C(=O)OC)c(NC(=O)CN(c2ccccc2)S(=O)(=O)N(C)C)c1,100.0,-0.4
CCOC(=O)C1CCN(C(c2ccccc2OC)c2c(O)cc(C)n(CCOC)c2=O)CC1 (configuration not stated),113.0,0.9
Cc1ccc(CNC(=O)c2cc3sc(Cl)cc3n2C)cc1,116.0,1.5
O=C(O)c1cc(S(=O)(=O)NNc2ccc(Cl)cc2)ccc1O,99.0,-0.4
CC1CCCCC1NC(=O)CCCn1c(=O)[nH]c2ccsc2c1=O (configuration not stated),102.0,0.3
c1cc2c(cc1C1CC1)OCCO2,106.0,1.2
Cc1ccc(C)c(S(=O)(=O)N2CCCN(C)CC2)c1,100.0,-0.3
CC(C)C(NC(=O)/C=C/c1ccc(Br)o1)c1ccc2c(c1)OCCCO2 (configuration not stated),102.0,0.3
Cc1c(C(=O)NC(C)c2ccccc2)sc2ncnc(N(C)C3CCCCC3)c12 (configuration not stated),110.0,0.7
COc1cccc(NC(=S)N=Nc2c(O)n(C)c3ccc(S(=O)(=O)N4CCOCC4)cc23)c1,97.0,-1.1
Cc1ccc(C=Nc2ccccc2C(N)=O)s1,99.0,-0.5
COc1ccc(NC(=O)Cn2cnc3ccc(S(=O)(=O)N4CCC(C)CC4)cc3c2=O)cc1Cl,108.0,1
COc1ccc(OCC#CCOc2ccccc2)cc1,102.0,0.5
O=C1CCC2(C(=O)NC34CC5CC(CC(C5)C3)C4)SCCN12 (configuration not stated),107.0,0.6
CC(=O)N1CCC2(CC1)c1cccn1-c1ccccc1CN2C(=O)Nc1ccc(C)cc1C,102.0,0.1
Cc1cccc(N(C)S(=O)(=O)c2ccc3c(c2)C(C)(C)C(=O)N3C)c1,103.0,-0.5
CC1=C(C(=O)Nc2cccc(C(F)(F)F)c2)C2(CCN(C(C)C)CC2)OC1=O,109.0,0.4
N[C@@H]1[C@@H](O)[C@H](O)[C@@H](CO)O[C@H]1O,101.0,0.2
Cc1cc2nccc(-c3cccnc3)n2n1,105.0,0.6
CCCC12CN3CC(CCC)(CN(C1)C3c1c(C)[nH]c(=O)[nH]c1=O)C2=O (configuration not stated),112.0,1.2
NS(=O)(=O)c1ccc(CNc2ccc3ccccc3n2)cc1,103.0,0
Nc1c(Nc2cccc(C(=O)O)c2)c2ccccc2oc1=O,101.0,-0.2
COc1ccc2c(c1)c1c(c(=O)n(-c3cc(Cl)ccc3C)c(=O)n1Cc1ccc(F)cc1)n2C,100.0,-1.9
Cc1cccc2c(C(=O)NC(C)(C)C)cc(-c3ccccc3)nc12,107.0,0.2

# Additional entries follow:
molecule,PV pol inh,PV pol inh FP z-score
CCS(=O)(=O)N1CCCC(C(=O)NCc2cccc(OC)c2)C1 (configuration not stated),100.0,-0.1
N#Cc1ccc(/C=N/n2cnc3sc4c(c3c2=O)CCC4)cc1,108.0,0.2
COc1cccc(C=Nc2cccc(NC(=O)c3ccc(F)cc3)c2)c1O,101.0,0
CC(C)(C)N1C(=O)NC(=O)/C(=C\c2ccco2)C1=O,103.0,0.9
Cc1cc(C(C)(C)C)cc(C(C)(C)C)c1NC(=O)/C=C/C(=O)O,103.0,0.1
CC(C)(C)NC(=O)N1CCC(Nc2nccc(C(F)(F)F)n2)CC1,102.0,-0.5
COC(=O)c1ccc(Cn2c(SCC(=O)N(C)c3ccccc3)nc3ccccc32)cc1,106.0,0
Cc1ccc(CN(C)c2ccc(S(=O)(=O)N3CCCC3)cn2)cc1,103.0,-0.1

# Brought forward from above: 3 compounds, then new ones.
molecule,PV pol inh,PV pol inh FP z-score
CC(C)(C)NC(=O)N1CCC(Nc2nccc(C(F)(F)F)n2)CC1,102.0,-0.5
COC(=O)c1ccc(Cn2c(SCC(=O)N(C)c3ccccc3)nc3ccccc32)cc1,106.0,0
Cc1ccc(CN(C)c2ccc(S(=O)(=O)N3CCCC3)cn2)cc1,103.0,-0.1
Cc1c(Cl)c(=O)oc2cc(OCC(=O)N3CCCC(C)C3)ccc12 (configuration not stated),103.0,0
C/C=C/C=N/Nc1nnc2c(n1)[nH]c1ccccc12,102.0,0.8
O=C(NCCc1nc2ccccc2[nH]1)c1ccccc1,100.0,-0.5
CCCC(=O)Nc1cc(-c2nc3cccnc3s2)ccc1C,112.0,0.9
CC(C)C(NS(=O)(=O)c1ccc2c(c1)oc(=O)n2C)C(=O)N1CCN(c2ccc(Cl)cc2)CC1 (configuration not stated),98.0,-1.7
CS(=O)(=O)NCCc1c[nH]c2ccc(Cl)cc12,101.0,-0.2
O=C(Nc1ccc(-c2cc(C(F)(F)F)nn2-c2ccccc2)cc1)c1cccc(F)c1,100.0,-0.7
